# Screens from PubChem BioAssay.
# KDM5B inh: Primary screen for KDM5B Histone Demethylases FDH-coupled qHTS. Lysine-specific demethylase 5B (Homo sapiens), Q9UGL1. KDM5B demethylase, FDH-coupled NADH fluorescence (FDH is formaldehyde dehydrogenase). Potency, µM (doses to about 57.7 µM), inactives show at the top dose activity change, negative = inhibition, most hits filed as inhibitors. 220,000 tested, 2.6% active; active = well fitted inhibition curve with a large enough effect; inconclusive = small, poorly fitted or top-dose-only effect; inactive = no such curve, though single readings can be large or run the other way; also: 0% is about no effect; nearly all actives have a fitted effect of over 70% in size
# Target sequence (Q9UGL1 whole entry, looked up): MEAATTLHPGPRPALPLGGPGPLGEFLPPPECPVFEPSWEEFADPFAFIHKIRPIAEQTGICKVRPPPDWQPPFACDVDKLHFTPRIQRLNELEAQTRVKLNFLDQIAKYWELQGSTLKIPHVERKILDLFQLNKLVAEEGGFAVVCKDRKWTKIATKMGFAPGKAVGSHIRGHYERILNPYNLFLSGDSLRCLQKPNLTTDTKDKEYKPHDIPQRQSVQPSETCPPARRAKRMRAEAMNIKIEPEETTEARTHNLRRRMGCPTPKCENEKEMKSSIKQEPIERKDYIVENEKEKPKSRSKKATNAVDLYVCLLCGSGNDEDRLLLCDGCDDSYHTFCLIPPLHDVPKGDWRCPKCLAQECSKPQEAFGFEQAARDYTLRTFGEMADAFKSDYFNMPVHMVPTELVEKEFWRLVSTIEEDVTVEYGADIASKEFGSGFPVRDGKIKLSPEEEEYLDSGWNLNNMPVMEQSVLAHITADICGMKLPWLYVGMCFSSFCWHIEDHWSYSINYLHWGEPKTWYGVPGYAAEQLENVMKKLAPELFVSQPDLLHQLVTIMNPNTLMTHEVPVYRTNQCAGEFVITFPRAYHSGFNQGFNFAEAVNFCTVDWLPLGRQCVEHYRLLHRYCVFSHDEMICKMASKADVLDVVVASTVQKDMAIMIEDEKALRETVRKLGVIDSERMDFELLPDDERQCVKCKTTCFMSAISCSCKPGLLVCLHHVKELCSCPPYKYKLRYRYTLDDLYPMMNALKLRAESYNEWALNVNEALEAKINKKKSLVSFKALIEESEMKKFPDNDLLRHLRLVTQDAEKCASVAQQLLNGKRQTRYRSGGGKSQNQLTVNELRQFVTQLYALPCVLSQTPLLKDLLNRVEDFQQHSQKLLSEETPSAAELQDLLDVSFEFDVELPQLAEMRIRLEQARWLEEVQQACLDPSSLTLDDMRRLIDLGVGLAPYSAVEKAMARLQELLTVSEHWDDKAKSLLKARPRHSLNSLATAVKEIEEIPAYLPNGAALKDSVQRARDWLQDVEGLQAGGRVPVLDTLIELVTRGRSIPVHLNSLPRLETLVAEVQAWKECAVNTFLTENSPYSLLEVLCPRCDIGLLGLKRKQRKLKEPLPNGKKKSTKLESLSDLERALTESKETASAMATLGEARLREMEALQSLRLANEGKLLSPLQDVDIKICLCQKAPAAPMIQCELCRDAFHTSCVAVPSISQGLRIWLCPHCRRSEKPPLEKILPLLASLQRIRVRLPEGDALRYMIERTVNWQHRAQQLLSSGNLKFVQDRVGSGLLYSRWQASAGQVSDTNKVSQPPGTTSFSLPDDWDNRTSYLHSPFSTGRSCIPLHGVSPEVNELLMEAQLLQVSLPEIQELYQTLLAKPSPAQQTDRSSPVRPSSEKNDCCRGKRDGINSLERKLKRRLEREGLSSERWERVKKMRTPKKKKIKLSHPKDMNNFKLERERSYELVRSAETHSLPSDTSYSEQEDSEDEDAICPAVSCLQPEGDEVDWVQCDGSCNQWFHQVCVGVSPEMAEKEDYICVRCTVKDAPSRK
#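 qHTS format, multiple compound concentrations. Buffer 50 mM HEPES pH 7.5/0.01% Tween-20; 200 nM KDM5BΔAP final; 10 min compound preincubation; substrate-mix levels 12.5 µM peptide, 25 µM α-KG, 0.25 mM NAD⁺; 30 min RT; ΔRFU.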
# An asterisk follows results filed as active; i = inactive; ? = inconclusive; [ ] = dose if it differs, or a comment. Potency is read from the fitted curve at half-maximal effect.
KDM5B inh | smiles
-7% | Cc1noc(C)c1CCC(=O)N[C@@H]1CCOC[C@H]1Oc1ccccn1
-3% | CC(C(=O)N1CCCN(S(=O)(=O)c2ccccc2)CCC(=O)NCC1)c1ccccc1 (stereo not drawn)
? | CCS(=O)(=O)N1CCc2cc(C(=O)Nc3ccc(OC)c(Cl)c3)ccc21
? | Cc1ccc(-c2ccc(=O)n(Cc3cc(C)ccc3C)n2)cc1
14% | O=C(c1ccccc1-n1cccn1)N1CCN(Cc2ccccc2CO)CC1
? | Cc1ccc(-c2nccn3cc(C(=O)NCc4nc5ccccc5n4C)nc23)cc1
-29%[115 µM] | CC(=O)NCC(=O)N1CCCC2(CN[S+](=O)([O-])c3cccnc3O2)C1 (stereo not drawn)
11% | N#Cc1ncn(CCC(=O)Nc2c(Cl)cccc2Cl)n1
-14% | CCN(Cc1nc(-c2ccc(OC)c(OC)c2)no1)S(=O)(=O)c1ccc(OC)cc1
3% | O=C1[C@H]2CN(Cc3cccs3)C[C@H]2C(=O)N1Cc1ccc2c(c1)OCO2
32µM* | Cc1cc(CN(C)c2ccc(-c3nc(-c4ccccc4F)no3)cn2)on1
-10% | CCOC(=O)c1c(Nc2ccc(F)cc2)nnc(-c2ccccc2)c1-c1ccccc1
-1% | COc1ccc(CC(=O)NNC2=Nc3cccc4cccc2c34)cc1
12% | COc1ccccc1NC(=O)c1nn(C)c2c1CS(=O)(=O)c1ccccc1-2
? | CC(C)OCCCNc1nc2ccccc2nc1NS(=O)(=O)c1ccccc1
11% | O=C(NCc1ccccc1F)c1cc(S(=O)(=O)C2CCS(=O)(=O)C2)ccc1F (stereo not drawn)
17% | COc1ccccc1NS(=O)(=O)c1cccc(C(=O)N(C)Cc2cccs2)c1
15% | CCNC(=O)C(=O)NCCc1c[nH]c2ccccc12
-6% | COc1ccc(C=C2c3ccccc3C(=O)c3ccccc32)c(OC)c1
7% | CCc1ccccc1N(C(=O)CNC(=O)c1ccco1)C(C(=O)NC1CCCC1)c1cccnc1 (stereo not drawn)
-13% | O=C(CSc1nc2c(c(=O)[nH]1)CCC2)Nc1cccc(O)c1
21% | O=C1[C@H]2CN(Cc3ccc(F)cc3F)C[C@H]2C(=O)N1Cc1ccc2c(c1)OCO2
17% | O=C(Nc1ccc(F)cc1)OCc1cn(Cc2ccc(C(F)(F)F)cc2)nn1
3% | CC(C)Oc1ccc2c(NC(=O)c3ncc(F)cc3F)nn(CC(F)(F)F)c2c1
? | O=C1Nc2ccc(-c3ccccc3)cc2C(=O)N2C[C@H](O)C[C@@H]12
? | Cc1ccc(CN2CCN(Cc3ccc(=O)n(C)c3)CC2)cc1
-23% | O=C(NCC1CCCO1)c1cccc(S(=O)(=O)N2CCOCC2)c1 (stereo not drawn)
-73% | Cc1ccc(-c2noc(-c3cccnc3NC(C)c3ccccc3)n2)cc1 (stereo not drawn)
-7% | COCC(C)NS(=O)(=O)c1ccc(N2CCCCS2(=O)=O)cc1 (stereo not drawn)
-2% | Cc1ccc(Cl)cc1Nc1nn2c(=O)c3ccc(C(=O)NC4CCCCC4)cc3nc2s1

# Part of the list above in order of formula weight, largest number first:
KDM5B inh | smiles
11% | O=C(NCc1ccccc1F)c1cc(S(=O)(=O)C2CCS(=O)(=O)C2)ccc1F (stereo not drawn)
? | Cc1ccc(CN2CCN(Cc3ccc(=O)n(C)c3)CC2)cc1
? | O=C1Nc2ccc(-c3ccccc3)cc2C(=O)N2C[C@H](O)C[C@@H]12

# (further entries)
KDM5B inh | smiles
? | CCCc1cc(=O)oc2cc(OCc3ccc(C(=O)O)cc3)ccc12
? | O=C1CN(Cc2ccc(-c3ccsc3)cc2)CCN1c1cc(Cl)ncn1
27% | CCc1cc(CNC(=O)C2CCC(=O)N(CCc3cccc(F)c3)C2)on1 (stereo not drawn)
-27% | CC(C)CC(NS(=O)(=O)c1ccc2c(c1)oc(=O)n2C)C(=O)NCc1ccccc1Cl (stereo not drawn)
-17% | COC(=O)c1ccc(NC(=O)CN(C)S(=O)(=O)c2ccc(Br)s2)cc1
20% | COc1ccc(CN2C(=O)O[C@@H]3CN(c4nc(C)cc(C)n4)C[C@@H]32)cc1OC
? | O=C(/C=C/c1ccc(O)cc1)c1cccc(Br)c1
-16% | CCC(=O)c1sc(Nc2cc(Cl)ccc2C)nc1N
34% | CCn1c(CNC(=O)c2cccc(C)c2)nnc1SCC(=O)N1CCOCC1
? | COc1ccc(OC)c(NC(=O)Cn2c(N3CCCCC3)nc(C)c(C)c2=O)c1
-1% | Cc1ccc2nc(-c3ccccc3)cc(C(=O)N3CCN(S(=O)(=O)c4c(C)noc4C)CC3)c2c1
-22%[86.2 µM] | Clc1ccc(-c2cnc([C@@H]3COCCN3Cc3ccccc3)[nH]2)cc1
? | CCC1(N2CCN(C(=O)NCc3cccc(F)c3)CC2)CCN(C(=O)C(C)C)C1 (stereo not drawn)
-12% | COc1ccc2ccccc2c1CNC(=O)CC1C(=O)NCCN1CC(C)(C)C (stereo not drawn)
13% | COc1cccc(NC(=O)CN(C)CC(=O)NCC(=O)Nc2ccc(F)cc2)c1
-13% | O=C(Nc1cccc(C(F)(F)F)c1)N[C@H]1[C@H](O)[C@@H](N2CCN(c3ccccc3)CC2)[C@@H]2OC[C@H]1O2
? | COc1ccc(OC(=O)c2nc(SCc3ccc(C)cc3)ncc2Cl)cc1
9% | O=C(CCc1nnn2c1CN(C(=O)c1ccc(F)cc1)CC2)NC1CC1
17% | CC1=C(OC(=O)CCC(=O)OC2=C(C)C(=O)OC(c3ccccc3)C2(C)C)C(C)(C)C(c2ccccc2)OC1=O (stereo not drawn)
6% | CCc1ccc(N(CC(=O)NCc2ccc3c(c2)OCO3)C(=O)c2csnn2)cc1
-29% | Cn1nc(C(=O)NCC(c2ccco2)N2CCCC2)c2ccccc2c1=O (stereo not drawn)
-26% | O=C1Nc2ccccc2CC12CCN(Cc1ccc(OC(F)(F)F)cc1)C2 (stereo not drawn)
-22% | COc1ccc2cc(S(=O)(=O)N3CCCC3)ccc2c1
3% | CC(C)C[C@H](NC(=O)c1ccc2nc(-n3cccc3)sc2c1)C(=O)NCc1cccnc1
-6% | CC(C)c1ccccc1NC(=S)NCCc1ccc(Cl)cc1
-7% | CCCc1cc(=O)[nH]c2nnc(SC(C)CC)n12 (stereo not drawn)
5% | O=C(Cn1nc(Cl)nc1Cl)c1ccccc1
-17% | Cn1cc(S(=O)(=O)NC(c2ccccc2)c2ccccc2)c(=O)n(C)c1=O
19%[86.2 µM] | CN1C[C@H](NC2CCOCC2)CCC[C@@H](C(=O)NC2CC2)CC1=O
-3% | Cn1ccnc1C(O)c1cc2n(n1)CCN(S(=O)(=O)C1CC1)C2 (stereo not drawn)

# Quoted at random: 6 records from the list.
KDM5B inh | smiles
3% | CC(C)C[C@H](NC(=O)c1ccc2nc(-n3cccc3)sc2c1)C(=O)NCc1cccnc1
-17% | Cn1cc(S(=O)(=O)NC(c2ccccc2)c2ccccc2)c(=O)n(C)c1=O
? | COc1ccc(OC(=O)c2nc(SCc3ccc(C)cc3)ncc2Cl)cc1
-26% | O=C1Nc2ccccc2CC12CCN(Cc1ccc(OC(F)(F)F)cc1)C2 (stereo not drawn)
-7% | CCCc1cc(=O)[nH]c2nnc(SC(C)CC)n12 (stereo not drawn)
-3% | Cn1ccnc1C(O)c1cc2n(n1)CCN(S(=O)(=O)C1CC1)C2 (stereo not drawn)

# The list continues:
KDM5B inh | smiles
-12% | COCc1nc(C2CC(=O)N(C3CCCCC3)C2)no1 (stereo not drawn)
-13% | O=C(Cn1c(=O)oc2ccccc21)NC1CCc2nn(CC3CC3)c(=O)n2CC1 (stereo not drawn)
29% | O=C(NC1CC1)[C@@H]1C[C@H](Oc2cccnc2)CN1C(=O)c1ccccn1
12% | O=c1oc2ccccc2cc1-c1nnc(Nc2ccccc2)s1
? | CCOc1ccccc1CNC(=O)c1cc2cc(S(=O)(=O)N3CCCCC3)ccc2n1C
11% | O=C(c1cc(F)cc(F)c1)N1CCC(CN2CCOCC2)CC1
3% | COc1c(CNCC(O)COc2cccc(C)c2)c(C)nn1C (stereo not drawn)
-36% | O=C(CSc1c2c(nc3ccccc13)CCC2)Nc1ccc(F)cc1
42%[activator] | NS(=O)(=O)c1ccc(CNC(=O)C[C@H]2NC(=O)c3ccccc3NC2=O)cc1
? | CCCCNC(=O)CCSc1nc(-c2ccc3c(c2)OCO3)cc(C(F)(F)F)n1
0% | Cc1cc(C(=O)N2CCCn3ccnc3C2c2cnn(C)c2)n[nH]1 (stereo not drawn)
18% | CC(NS(=O)(=O)c1ccc2c(c1)CCN2C(=O)N1CCCC1)C(=O)Nc1ccccc1 (stereo not drawn)
17% | Oc1cccc(NC(=S)Nc2ccccc2)c1
12% | CCOC1OC(=O)C(Cl)=C1Nc1ccc(C)cc1 (stereo not drawn)
211%[activator] | CCCCc1cc(=O)oc2cc(OCC(=O)N3CCC(C(=O)NCCCO)CC3)ccc12
-36% | O=C(NCc1ccccc1Cl)c1ccc(-n2cnc3cccnc32)cc1
-10% | O=C(NC1CC1)[C@@H]1CN(Cc2ccc(OC(F)(F)F)cc2)C[C@H]1CO
? | COc1ccc(-c2noc(C(=O)O)c2[C@@H](C)NS(=O)(=O)c2ccccc2)cc1
6% | CSc1ccc(CN(C)CC(=O)Nc2ccccc2C(=O)NC2CC2)cc1
-24% | COCC(=O)Nc1ccc(-c2noc([C@@H]3CCCN3Cc3ccc(S(C)(=O)=O)cc3)n2)cn1
? | Cc1c(CC(=O)NCc2ccc(Cl)cc2)c(=O)oc2c(C)c(O)ccc12
27%[115 µM] | O=C(c1ccc(F)cc1)N1CCC2(CN[S+](=O)([O-])c3cccnc3O2)C1 (stereo not drawn)
18% | CCCC1c2nccn2CCCN1C(=O)c1ccc(OC)nc1OC (stereo not drawn)
31%[activator] | O=C(Cn1cc2c(n1)CCCCC2)Nc1ccccc1Cl
-16% | COc1ccc(C(=O)C2CCCN(Cc3ccc4c(c3)OCCO4)C2)cc1F (stereo not drawn)
-20% | Cc1cc(-c2ccc(C)c(S(=O)(=O)NCc3ccc(Cl)cc3)c2)on1
? | COc1ccc(/C=C(\NC(=O)c2ccccc2)C(=O)NC2CCCCC2)cc1
5% | CC(C)c1ccc2oc(=O)cc(CN3CCN(Cc4ccccc4)CC3)c2c1
22µM* | Cc1ccc(C(=O)N2CCCC(c3nn[nH]n3)C2)cn1 (stereo not drawn)
-16% | COCCOC1CCN(C(=O)c2cccn2C)CC1
-46% | Cc1[nH]cnc1CN1C[C@@H]2CN(C(=O)CCC3CC3)C[C@]2(C(=O)O)C1
-21% | CCN(CC)c1cc(C)c2cc(NC(=O)/C=C/c3ccc(C)cc3)ccc2n1
-20% | O=C(Cc1c[nH]c2ccccc12)Nc1nc2ccc(F)cc2s1
2% | O=C(CN1c2ccccc2Sc2ccccc21)N/N=C/c1ccc(Cl)cc1
-9% | CCOc1ccccc1NC(=O)c1cc2cc3cc(C)ccc3nc2s1
-4% | CCCOc1c(Cl)cc(C(=O)NC(C)(C)C)cc1OCC
23% | CCCCn1c(COc2cccc(OC)c2)nc2ccccc21
-23%[86.2 µM] | COc1cccc(CNCC2(COc3ccccc3)C[C@@H](O)[C@@H](O)C2)c1 (stereo partly drawn)
? | N#Cc1nc(-c2ccccc2)oc1N1CCN(C(=O)c2ccco2)CC1
-19% | CCCCC(=O)NC1CC(=O)N(c2ccc3c(c2)OCCO3)C1 (stereo not drawn)
i | Cc1ccc(-c2cc(C(=O)OCC(=O)N3CCOCC3)c3ccccc3n2)cc1
8% | COc1ccc(Cl)cc1NC(=O)N1CCC2(CC1)N=C(c1ccc(C(C)(C)C)cc1)C(=O)N2
-10% | CN(C)C(=O)c1ccc(OC2CCN(C(=O)c3ccc(Br)cc3)CC2)nc1
-22% | CC(=O)N1CC2(CCN(Cc3ncc[nH]3)CC2)CC1C(=O)O (stereo not drawn)
-8% | COc1ccc(-c2c(NC(=O)c3cccs3)n(C)c3ccccc3c2=O)cc1OC
-1% | CCOc1cccc(NC(=O)c2ccc(C)cc2)c1
1% | O=C(COc1ccccc1)N1CCCC(Nc2ccc(F)cc2)C1 (stereo not drawn)
0% | CCn1nc(C(=O)OC(C)C(=O)NCc2ccco2)c2ccccc2c1=O (stereo not drawn)
-13% | Cn1ncc(N2CCC(NC(=O)CCC3CCCCC3)CC2)cc1=O
0% | O=C(Cn1nc(CNc2ccc(Br)cc2)[n+]2c1CCCCC2)c1ccc([N+](=O)[O-])cc1
-11% | O=C1N2CCCC2CN1C1CCN(Cc2ccccc2C(F)(F)F)CC1 (stereo not drawn)
? | Cc1nn(-c2ccccn2)c(C)c1[C@@H]1C=C[C@@H](NC(=O)c2cccs2)C1
0%[86.2 µM] | COC(=O)[C@@H]1Cc2ncn(C)c2CN1C(=O)c1ccc(OC)cc1

# Of the compounds above, these contain an NH in an aromatic ring:
KDM5B inh | smiles
15% | CCNC(=O)C(=O)NCCc1c[nH]c2ccccc12
-13% | O=C(CSc1nc2c(c(=O)[nH]1)CCC2)Nc1cccc(O)c1
-22%[86.2 µM] | Clc1ccc(-c2cnc([C@@H]3COCCN3Cc3ccccc3)[nH]2)cc1
-7% | CCCc1cc(=O)[nH]c2nnc(SC(C)CC)n12 (stereo not drawn)
0% | Cc1cc(C(=O)N2CCCn3ccnc3C2c2cnn(C)c2)n[nH]1 (stereo not drawn)
22µM* | Cc1ccc(C(=O)N2CCCC(c3nn[nH]n3)C2)cn1 (stereo not drawn)
-46% | Cc1[nH]cnc1CN1C[C@@H]2CN(C(=O)CCC3CC3)C[C@]2(C(=O)O)C1
-20% | O=C(Cc1c[nH]c2ccccc12)Nc1nc2ccc(F)cc2s1
-22% | CC(=O)N1CC2(CCN(Cc3ncc[nH]3)CC2)CC1C(=O)O (stereo not drawn)

# The list is partial; rates above refer to the full screens.
